GSTO1 inh: GSTO1 inhibition, counter-screen for RBBP9 inhibitors; P78417; inhibition, % at 5.96 µM; 1.1% of 300,000 active; recombinant GSTO1, activity-based probe fluorescence polarization;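 active = inhibition above the campaign mean inhibition plus 3 SD, cut at about 35% in these data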;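 note: 0% = GSTO1-1 with DMSO and 100% = wells lacking GSTO1-1 enzyme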
Target sequence (P78417 whole entry, looked up): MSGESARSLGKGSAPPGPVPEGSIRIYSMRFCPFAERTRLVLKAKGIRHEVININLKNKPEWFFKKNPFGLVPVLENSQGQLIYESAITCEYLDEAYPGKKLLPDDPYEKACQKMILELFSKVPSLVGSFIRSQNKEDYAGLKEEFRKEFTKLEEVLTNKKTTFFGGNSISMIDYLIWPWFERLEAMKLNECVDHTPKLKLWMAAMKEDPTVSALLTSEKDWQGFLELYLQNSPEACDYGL
PAD4 inh: inhibitors of human PAD4; recombinant PAD4, RCA probe fluorescence polarization; Q9UM07; 0.41% of 330,000 active; AID 485272; inhibition, % at 6.36 µM;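 active = percent inhibition above a cutoff equal to the mean of all tested compounds plus 3 SD, cut at about 15% in these data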;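 note: 0% = PAD4 with RCA probe and DMSO and 100% = probe without PAD4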
LYPLA2 inh: blocks human lysophospholipase 2, a PME1 counter-screen. recombinant LYPLA2, FP-Rh probe fluorescence polarization. inhibition, % at 5.9 µM. O95372. AID 2177. 0.38% of 320,000 active;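 active = inhibition above the screen-wide mean plus 3 SD, limit set per campaign, cut at about 26% in these data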;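 note: 0% = LYPLA2 with DMSO and 100% = wells lacking LYPLA2 enzyme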
PAFAH2 inh: PAFAH2 (human) inhibition. Q99487. recombinant PAFAH2, FP-rhodamine activity probe, fluorescence polarization. inhibition, % at 3.39 µM. 0.99% of 340,000 active;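 active = inhibition above the mean over all tested compounds plus 3 SD, cut at about 30% in these data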;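 note: inhibitors block probe labeling of enzyme so polarization drops; 0% = enzyme with DMSO and 100% = wells lacking PAFAH2 protein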
pPAFAH FP inh: pPAFAH (human) enzyme inhibition. Q13093. recombinant pPAFAH, FP-rhodamine probe fluorescence polarization. inhibition, % at 3.39 µM. 1.5% of 330,000 active. AID 463082;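 active = inhibition above the mean inhibition across the screen plus 3 SD, cut at about 25% in these data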;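 note: inhibitors block binding of the rhodamine activity-based probe so polarization drops; 0% = enzyme with DMSO and 100% = wells lacking pPAFAH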
LYPLA1 counter: blocks human lysophospholipase 1, a PME1 counter-screen. O75608. recombinant LYPLA1, FP-Rh probe fluorescence polarization. inhibition, % at 5.9 µM. AID 2174. 0.16% of 320,000 active;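 active = inhibition above the mean of all tested compounds plus 3 SD, set per campaign, cut at about 14% in these data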;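 note: inhibitors block serine hydrolase probe labeling of LYPLA1 so polarization falls; 0% = enzyme with DMSO and 100% = wells lacking LYPLA1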
PAFAH1B3 inh: PAFAH1B3 (human) inhibition; inhibition, % at 3.39 µM; recombinant PAFAH1B3, FP-rhodamine probe, fluorescence polarization; AID 492972; 0.28% of 340,000 active;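 active = inhibition above the screen-wide average of all tested compounds plus 3 SD, cut at about 25% in these data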;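 note: 0% = enzyme with DMSO only and 100% = wells lacking PAFAH1B3 protein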
PME-1 primary: blocks human protein phosphatase methylesterase 1 | Q9Y570 | recombinant PME-1, FP-Rh probe fluorescence polarization | inhibition, % at 5.9 µM | 0.53% of 320,000 active;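 active = inhibition above the campaign mean of all compounds plus 3 SD, cut at about 26% in these data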;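 note: competitive labeling of PME-1 active site by serine hydrolase directed probe; 0% = PME-1 with DMSO and 100% = wells lacking PME-1 enzyme; inhibitors block probe labeling so polarization falls and inhibition rises; many of its hits are not listed in these tables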
Target sequence (Q9Y570 whole entry, looked up): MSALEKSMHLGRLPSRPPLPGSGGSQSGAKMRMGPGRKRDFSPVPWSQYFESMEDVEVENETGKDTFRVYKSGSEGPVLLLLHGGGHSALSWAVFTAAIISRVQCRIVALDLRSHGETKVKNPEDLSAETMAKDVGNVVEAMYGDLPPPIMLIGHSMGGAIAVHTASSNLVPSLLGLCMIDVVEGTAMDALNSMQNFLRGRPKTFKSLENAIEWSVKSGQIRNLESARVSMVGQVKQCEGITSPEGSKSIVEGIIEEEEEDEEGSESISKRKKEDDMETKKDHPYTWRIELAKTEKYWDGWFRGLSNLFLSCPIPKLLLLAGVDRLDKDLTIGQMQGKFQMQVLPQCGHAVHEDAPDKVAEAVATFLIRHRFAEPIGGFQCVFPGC
PAFAH1B2 inh: blocks human PAF acetylhydrolase 1b catalytic subunit 2. P68402. recombinant PAFAH1B2, FP-rhodamine activity probe, fluorescence polarization. inhibition, % at 3.39 µM. 1.2% of 340,000 active. AID 492953;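 active = inhibition above the mean of all tested compounds plus 3 SD, cut at about 24% in these data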;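 note: 0% = enzyme with DMSO and 100% = wells lacking PAFAH1B2; many of its hits are not listed in these tables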
Target sequence (P68402 whole entry, looked up): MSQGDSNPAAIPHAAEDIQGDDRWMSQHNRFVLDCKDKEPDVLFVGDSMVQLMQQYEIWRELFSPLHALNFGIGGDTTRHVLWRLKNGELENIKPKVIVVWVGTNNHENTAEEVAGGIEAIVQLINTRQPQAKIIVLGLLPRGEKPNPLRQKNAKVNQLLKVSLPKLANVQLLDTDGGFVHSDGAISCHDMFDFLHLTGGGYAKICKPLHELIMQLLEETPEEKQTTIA
The depositor's hits bear a star; x = no result given. This is a subset; the hit share may differ from the screen's.

smiles,GSTO1 inh,PAD4 inh,LYPLA2 inh,PAFAH2 inh,pPAFAH FP inh,LYPLA1 counter,PAFAH1B3 inh,PME-1 primary,PAFAH1B2 inh
COc1ccc(CC(=O)Nc2nc3ccccc3s2)cc1S(=O)(=O)N1CCOCC1,1.0,-2.8,6.6,-2.2,-0.6,-4.0,1.4,1.0,-5.8
Cc1ccc2oc(C(=O)NC3CCS(=O)(=O)C3)cc(=O)c2c1 (stereo not given),2.7,-0.8,4.9,-3.7,2.9,-1.4,8.6,-0.4,5.1
O=C(CCCN1C(=O)/C(=C/c2cccs2)SC1=S)Nc1cccc(O)c1,6.7,1.2,-0.9,5.8,0.7,-11.7,3.9,-20.5,4.7
CCOC(=O)c1c(C)[nH]c(C)c1C(=O)COC(=O)/C=C/c1cccc(C(F)(F)F)c1,22.4,0.6,-10.5,-4.7,-1.5,-7.2,12.6,-3.1,-0.3
O=C(NCc1ccc2c(c1)OCO2)c1cnc2ccccn2c1=O,1.5,0.8,1.5,5.4,1.3,-0.2,-2.3,5.0,1.9
CCCCn1c(N)c(N(CCOC)C(=O)c2ccc(N3CCCC3=O)cc2)c(=O)[nH]c1=O,x,0.7,0.2,-7.1,-3.0,-3.7,-4.1,5.6,-2.5
O=C(O)c1cc2n(n1)C(C(F)(F)F)CC(C1CC1)N2 (stereo not given),9.8,-1.3,2.3,-3.6,0.3,4.2,-0.9,-4.2,-0.9
Cc1ccc(C(=O)Nc2ccc(N3CCN(C)CC3)cc2)cc1,-6.3,-2.7,7.7,2.1,5.7,2.3,7.4,5.1,-8.8
COc1ccc(-n2c(=O)c3ccccc3c3ccccc3c2=O)cc1,11.9,4.0,-2.2,2.1,-2.9,-3.4,-3.0,6.0,-1.7
Cc1ccc(S(=O)(=O)N(C)c2ccc(C(=O)O)cc2)cc1,4.6,0.1,-2.0,2.6,-7.1,0.0,-0.5,-6.1,8.9
CCN(CC)S(=O)(=O)c1ccc(N2CCOCC2)c(NC(=O)COc2ccccc2)c1,4.0,2.1,4.2,7.0,9.4,0.5,10.4,8.4,-0.4
COc1cc(N/C(N)=N/c2nc(C)cc(C)n2)c(OC)cc1Cl,2.4,-0.7,3.5,-5.2,0.7,-1.8,-5.5,-8.6,4.8
COc1ccc(C(=O)C2CCCN(Cc3cn(C)nc3-c3ccccc3)C2)cc1F (stereo not given),2.0,-3.9,10.1,-1.9,2.8,-3.7,3.9,-4.5,-7.2
CCCC(C)C(=O)Nc1ccc(C(N)=O)cc1 (stereo not given),-2.6,-4.8,-3.0,1.6,-1.7,-0.1,-0.1,-3.1,8.1
COc1ccccc1N1CCN(Cc2cc3c(cc2Br)OCCO3)CC1,8.9,-1.1,-2.2,2.6,2.5,0.3,4.1,2.2,-1.6
Cc1cc(C)n2nc(C(=O)OC(C)C(=O)c3ccccc3)nc2n1 (stereo not given),2.7,1.1,2.5,8.9,7.5,1.7,8.4,5.6,0.7
COc1ccc(OC)c(NC(=O)C(CCSC)NS(=O)(=O)c2cccs2)c1 (stereo not given),-0.1,-5.5,-1.5,-0.3,-3.4,2.4,4.7,-1.2,0.8
COC(=O)c1ccc(CSc2nnc(NC(=O)C3CC(=O)N(Cc4ccc(C)cc4)C3)s2)cc1 (stereo not given),-1.8,-1.9,0.0,2.4,5.1,-0.5,4.9,4.4,4.9
O=C(/C=C/c1ccco1)NC(=S)Nc1ccccc1Br,-4.1,-7.2,-4.0,-4.3,15.1,-3.5,9.0,0.0,3.7
COc1cc(C(=O)O)cc(NC(=O)c2cccs2)c1OC,-23.0,-4.9,-4.0,0.2,-2.9,-3.4,9.0,-4.4,1.5
Oc1ccc(Br)cc1/C=N/N1CCCCC1,-2.9,-5.4,10.3,-3.7,4.3,-1.0,5.1,-2.7,-1.4
CN1CCN(C(=O)C2=C[C@H](c3ccc4c(c3)OCO4)C[C@H](OCc3ccc(CO)cc3)O2)CC1,-2.8,-0.9,-8.5,3.7,8.2,1.9,5.1,4.6,-5.9
CC(C)(O)[C@@H]1Cc2c(ccc3ccc(=O)oc23)O1,0.5,-0.8,-0.2,-3.4,5.1,3.4,3.9,1.3,1.6
O=C(/C=C/c1ccco1)N(Cc1cccc(Cl)c1)C1CCS(=O)(=O)C1 (stereo not given),-5.8,-4.0,-3.6,-4.7,3.7,-2.0,1.4,4.6,2.7
CCCN(CC(=O)Nc1cc(C)on1)CC(=O)Nc1ccc(F)c(F)c1F,x,-1.4,x,-47.7,-2.9,x,1.7,x,4.3
C=CCn1c(SCC(=O)NCC2CCCO2)nc2scc(-c3ccc(OC)cc3)c2c1=O (stereo not given),-1.9,-4.6,1.4,3.9,1.5,2.1,3.0,-3.7,2.4
CC(O)CN1CCN(C(=O)CN2C(=O)NC(c3ccccc3)(c3ccccc3)C2=O)CC1 (stereo not given),-4.2,-1.3,4.7,-4.4,6.2,3.0,9.1,-0.7,-1.7
Cc1ccc(S(=O)(=O)NC(=O)COc2ccccc2C)cc1,2.4,0.0,1.8,2.3,3.3,1.5,-1.8,-6.0,5.5
CCN(CC)c1ccc(/C=N/NC(=O)c2cc3ccccc3[nH]2)cc1,-3.1,1.1,-6.2,12.1,11.8,-10.7,7.5,14.4,9.9
CCN(CC)CC(O)COc1ccc2c(c1)OCO2 (stereo not given),2.9,-5.0,-4.0,-8.4,0.9,-2.3,7.6,-0.5,0.7
CCOc1ccc2c(C)cc(=O)oc2c1OCC,-0.8,0.7,-7.3,0.9,2.8,-0.7,0.6,-1.6,-0.4
S=C(NCCc1c[nH]c2ccccc12)NC1CCCCC1,51.0*,-5.5,2.0,2.8,-0.7,1.0,-0.9,6.5,22.1
COc1ccc(S(=O)(=O)N2CCCCC2)cc1NC(=O)C1CC1C (stereo not given),x,-4.4,-2.1,6.1,6.5,0.5,2.2,3.0,-0.9
Cc1cc(=O)oc2c(C)c(OC(C)C(=O)NC3CCN(Cc4ccccc4)CC3)ccc12 (stereo not given),3.5,-1.7,1.5,1.4,2.7,3.6,-0.4,-3.2,-1.6
O=C(CCS(=O)(=O)c1ccccc1)N1CCCc2ccccc21,12.0,1.3,-0.6,6.5,2.1,-0.1,7.2,-2.7,6.0
CN(C)C1=NCCN1CCCCc1ccccc1,6.7,-1.7,-2.5,0.0,4.1,-3.4,-1.8,1.8,-1.7
Cc1nc2ccccc2n1CCc1nc2c3ccccc3nc(SCC(=O)NCc3ccco3)n2n1,-17.6,-36.0,-48.5,-4.8,-5.8,-21.1,-0.8,-34.8,4.9
CCOc1cccc(-c2nnc3sc(COc4ccc(C)cc4)nn23)c1,-6.1,-1.8,10.1,-1.4,-1.1,2.6,0.0,-7.6,7.7
Cc1ccc(NC(=O)CSc2ncc(S(=O)(=O)c3ccccc3)c(=O)[nH]2)cc1C,-2.7,1.2,8.1,20.8,1.4,3.2,4.2,12.2,3.6
COCCn1c(C)cc(C(=O)COC(=O)C2CC(=O)N(CCc3ccc(OC)c(OC)c3)C2)c1C (stereo not given),6.4,1.0,12.4,4.2,9.7,1.7,2.6,-2.7,-0.5
Cc1ccc(-c2cc(-c3n[nH]c(=S)o3)c3ccccc3n2)cc1,0.2,-3.2,-2.5,20.6,-2.9,-7.3,11.4,-9.1,7.4
CCN1C(=O)CC(N2CCC(Nc3ccc(OC)cc3)CC2)C1=O (stereo not given),8.0,-3.7,5.1,-2.2,4.8,0.8,-0.4,0.4,0.6
CCC(C)NC(=O)CSc1nc2cc(S(=O)(=O)N3CCOCC3)ccc2n1CC (stereo not given),5.5,2.4,-4.8,4.6,5.3,2.4,3.7,-1.0,6.8
Nc1c(C(=O)CSc2nnc(-c3ccccc3F)o2)c(=O)[nH]c(=O)n1C1CC1,x,-4.0,2.0,-1.9,2.6,-2.3,7.3,-2.2,3.9
CS(=O)(=O)Nc1cccc(C2=NN(C(=O)c3cccc(F)c3)C(c3cccs3)C2)c1 (stereo not given),0.3,-7.2,-5.6,2.4,-6.0,-2.7,-2.4,-3.6,6.4
COc1ccccc1CNC(=O)COc1ccccc1OC,-13.1,-5.5,-2.8,0.3,-1.1,0.2,-0.2,5.9,2.1
CCN(c1ccc(OC)cc1)S(=O)(=O)c1cc(-c2cc(C)no2)ccc1C(C)C,-6.9,1.5,7.0,-0.8,0.6,-3.2,8.2,-3.2,0.7
O=C(NCC(c1ccco1)N1CCCC1)c1ccc(Cl)cc1 (stereo not given),-10.8,1.2,-1.2,3.3,2.2,-2.8,-7.7,-3.9,2.5
CS(=O)(=O)N1CCN(C(=O)C2c3ccccc3Oc3ccccc32)CC1,3.0,0.7,1.0,2.3,3.4,-1.6,7.5,12.5,6.8
CNc1nc(-c2ccc3c(c2)CCN3C(=O)c2cccc(F)c2)cs1,3.6,1.4,0.9,-2.1,6.4,2.7,4.2,4.1,-4.4
O=C(CSc1nnc(-c2ccncc2)n1Cc1ccco1)Nc1cccc(O)c1,2.2,-2.7,-10.3,2.4,-2.9,-0.3,7.9,-9.5,7.0
Cc1cc(NC(=O)c2ccc(S(=O)(=O)N(C)C)cc2)no1,9.7,-0.1,0.3,5.6,-0.2,0.6,7.2,1.9,4.8
CC(C)=C1C2C=CC1C(C(=O)Nc1cccc(C)c1)C2C(=O)O (stereo not given),5.1,-2.8,-0.6,-2.5,2.7,-1.2,1.3,-2.4,-0.1
CCc1[nH]nc2c1C(Cc1ccccc1)C(C#N)=C(N)O2 (stereo not given),-6.0,3.7,-2.8,9.7,0.4,-2.1,4.9,-2.3,12.3
Cc1c(NC(=O)c2ccccc2NC(=O)c2ccccc2)cccc1C(=O)O,2.7,0.4,-0.8,-1.7,1.4,-2.1,1.8,-3.3,12.3
CC(C)CNC1=CC(=O)CC(c2ccco2)C1 (stereo not given),12.1,-0.7,-2.6,18.3,10.5,-1.9,3.2,-0.9,4.8
CCOC(=O)c1sc2nc(C)nc(N3CCN(c4ncccn4)CC3)c2c1C,0.9,0.0,-1.5,3.8,1.8,0.4,5.6,0.2,5.5
COc1ccc(OCC(=O)OC(C)CN2CCCCC2)cc1 (stereo not given),2.6,0.0,1.9,-2.8,2.3,-0.2,-0.7,-2.9,3.0
CCc1cccc(OCCCCNCCCOC)c1,8.2,1.8,2.3,-6.6,-0.1,-1.7,-2.9,-1.7,1.3
COc1cc(/C=N/NC(=O)c2ccncc2)ccc1Oc1ccc([N+](=O)[O-])cn1,0.6,1.0,7.4,4.2,3.2,-1.9,0.5,-2.2,2.8
O=C(NCCCN1CCOCC1)c1ccc(NS(=O)(=O)c2cccc([N+](=O)[O-])c2)cc1,3.7,1.5,4.1,-0.1,3.0,1.7,6.3,8.8,-4.7

Bioassay records deposited in PubChem by The Scripps Research Institute Molecular Screening Center.
